UPR XBP1 act: activators of adaptive XBP1 UPR arm, primary screen, cell-based, CHO-XBP1 luciferase reporter, luminescence, uHTS; activation, % at 20 µM; 330,000 compounds, 0.33% hits; IRE1-XBP1 UPR activation; percent of tunicamycin response, DMSO as zero;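 active = versus positive control, 20 µM dose yields 30% or more activation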;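 note: 100% = tunicamycin at 10 µg/mL and 0% = DMSO only wells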
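Material – CHO cell line with stable XBP1 luciferase reporter · Buffer or medium – F12 plus 10% FBS · Compound – single point, 20 µM final compound, 1% DMSO · Schedule – 16-18 h cell attachment at 37 °C, then 6 h compound exposure · Signal – Steady-Glo luminescence read · Benchmarks – high control tunicamycin 10 µg/mL final, low control DMSO vehicle only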
Mdm2 MdmX PPI: inhibitors of human Mdm2-MdmX association, primary screen, cell-based, luminescence, split luciferase, SaOS-2, uHTS | Protein Mdm4 (Homo sapiens) + E3 ubiquitin-protein ligase Mdm2 (Homo sapiens), … | SaOS-2 split-luciferase Mdm2/MdmX complementation | inhibition, % at 8 µM | 330,000 compounds, 3% hits;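 active = inhibition of at least 50% at 8 µM in the primary screen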
CHOP UPR activ: activators of apoptotic CHOP UPR arm, primary screen, cell-based, CHO-CHOP luciferase reporter, luminescence, uHTS; UPR activation; percent of tunicamycin response over DMSO baseline; activation, % at 10 µM; AID 449763, 2010; 330,000 compounds, 0.34% hits;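 active = at 10 µM dose, activation of 40% or more, normalized to positive control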;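 note: 100% = tunicamycin at 10 µg/mL and 0% = DMSO alone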
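Dosing – one dose, 10 µM in 0.5% DMSO · System – CHO-CHOP cells, stable luciferase reporter of PERK-eIF2a-CHOP signalling · Input – 500 cells/well · Control set – tunicamycin 10 µg/mL final as positive, DMSO-only wells as negative · Timing – 6 h compound treatment, 37 °C · Measure – % activation vs tunicamycin · Technique – luminescence read with Steady-Glo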
APJ antag: antagonists of human apelin receptor APJ, primary screen, CHO-K1 cells, beta-arrestin complementation, luminescence; inhibition, % at 20 µM; 330,000 compounds, 0.32% hits;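 active = inhibition above about 40% at 20 µM, limit read from the data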;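 note: cells challenged with 10 nM apelin-13 agonist together with compound; plate controls were apelin-13 plus DMSO wells for no effect and DMSO wells lacking apelin-13 for full effect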
Target sequence (P35414 whole entry, looked up): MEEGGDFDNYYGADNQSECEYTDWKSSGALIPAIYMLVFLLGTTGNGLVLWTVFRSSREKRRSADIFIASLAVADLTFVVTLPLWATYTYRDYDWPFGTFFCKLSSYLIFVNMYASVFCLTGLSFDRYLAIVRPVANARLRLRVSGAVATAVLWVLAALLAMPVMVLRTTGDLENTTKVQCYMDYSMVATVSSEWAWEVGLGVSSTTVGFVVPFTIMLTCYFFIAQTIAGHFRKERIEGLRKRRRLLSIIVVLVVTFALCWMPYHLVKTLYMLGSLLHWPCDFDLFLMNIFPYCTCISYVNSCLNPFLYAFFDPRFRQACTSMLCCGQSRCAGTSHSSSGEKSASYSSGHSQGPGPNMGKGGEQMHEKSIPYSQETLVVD
697 NFkB inh: inhibitors of PMA/ionomycin-induced NF-kB reporter, 697 cells, primary screen, B-cell NF-kB inhibitor project, cell-based, luminescence, uHTS | inhibition, % at 4 µM | 330,000 compounds, 0.33% hits | 697 B-cell NF-kB luciferase reporter, 16 h; in the data active = inhibition above about 35%
tim23-1 inh: growth inhibitors of tim23-1 mutant yeast, primary screen, luminescence, uHTS; S. cerevisiae tim23-1 growth, BacTiter-Glo luminescence, 24 h; inhibition, % at 20 µM; 330,000 compounds, 1.3% hits;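 active = growth inhibition of the mutant yeast at or above 50%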;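 note: temperature-sensitive mutant grown at 25 °C; plate controls were DMSO-treated mutant yeast for no effect and medium wells lacking yeast for full effect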
Jurkat NFkB inh: inhibitors of induced NF-kB luciferase reporter, primary screen, TCR NF-kB activation inhibitor project, cell-based, luminescence, uHTS; Jurkat, PMA/ionomycin-induced NF-kB luciferase reporter; inhibition, % at 4 µM; 330,000 compounds, 0.53% hits; in the data active = inhibition above about 50%
APJ agonist: agonists of human apelin receptor APJ, primary screen, CHO-K1 cells, PathHunter beta-arrestin, luminescence. AID 2520, 2010. 330,000 compounds, 0.11% hits. P35414. 0% DMSO wells, 100% apelin. activation, % at 20 µM;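 active = activation more than six SD over the plate average, tested at 20 µM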;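 note: 0% = DMSO alone and 100% = apelin-13 at 10 nM; some results filed as inactive read as strong as hits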
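system = engineered CHO-K1 APJ arrestin reporter cells | input = 1000 cells per well | timing = overnight seeding, 90 min compound at 25 °C, 1 h detection | measured by = enzyme-fragment complementation luminescence | read-out = beta-arrestin recruitment to APJ as agonist activity, luminescent signal | control set = negative DMSO alone, positive Apelin-13 at 10 nM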
Starred values were filed as active, the others as inactive.

SMILES	UPR XBP1 act	Mdm2 MdmX PPI	CHOP UPR activ	APJ antag	697 NFkB inh	tim23-1 inh	Jurkat NFkB inh	APJ agonist
C/C(=N\Nc1nc(C)cc(C)n1)c1ccc(N2CCOCC2)cc1	-2	0	3.1	-2	3	-8	9	-1
COc1ccc(C(=O)NNC(=S)NC(=O)c2cccc([N+](=O)[O-])c2)cc1	1	18	-0.1	16	-13	5	-14	2
COc1ccc2[nH]c3nc(SCc4nnc(-c5ccc(C)cc5)o4)nnc3c2c1	71*	15	7.0	-5	5	-11	16	-4
CC(C)N1C(=S)SC(C)(C)C1n1oc(=O)n(-c2cccc(Cl)c2)c1=O (centres undefined)	2	11	-1.6	-14	-17	22	10	-3
O=S(=O)(Nc1nccs1)c1cnc(Cl)c(Br)c1	-1	8	-1.0	19	-11	0	-7	-2
Cc1cc(C)n2c(SCC(=O)Nc3cc(C)on3)nnc2n1	0	1	0.5	3	10	1	6	6
COCCCn1c(C)nnc1SCC(=O)Nc1ccc(C(C)=O)cc1	-4	-7	1.6	-15	-15	5	-5	1
O=C1c2ccccc2C(=O)N1CCSc1ncn[nH]1	0	22	2.5	4	2	6	-7	-2
O=C(O)c1oc2ccccc2c1CSc1ccccn1	-2	-5	0.8	7	16	7	-6	-2
COc1ccc(C(C(=O)NCC2CCCO2)N(C(=O)CNC(=O)c2cccs2)c2ccc(C(C)=O)cc2)cc1OC (centres undefined)	-4	-5	-1.3	6	22	5	-8	-2
CCn1cc(CN2CCCC(CNS(=O)(=O)Cc3ccccc3)C2)cn1 (centres undefined)	-5	-14	-0.8	6	-2	8	-22	-3
O=C(NCCN1C(=O)S/C(=C\c2ccc(OC(F)F)cc2)C1=O)C1=COCCO1	3	48	2.5	4	-19	43	34	-2
COc1ccc(OC)c(NC(=O)CSc2nnc(-c3ccco3)n2-c2ccc(C(=O)O)cc2)c1	-3	17	-0.7	5	-2	16	4	1
Cc1c(C(=O)NNC(=S)Nc2cccc(Cl)c2)nnn1-c1ccccc1	2	-55	1.7	-10	-36	23	-12	-3
Cc1[nH]n(-c2cccc(Cl)c2)c(=O)c1C=NC12CN3CN(CN(C3)C1)C2	-3	-2	1.7	16	8	6	-8	-6

In a second layout: entries from further up
structure | UPR XBP1 act | Mdm2 MdmX PPI | CHOP UPR activ | APJ antag | 697 NFkB inh | tim23-1 inh | Jurkat NFkB inh | APJ agonist
C/C(=N\Nc1nc(C)cc(C)n1)c1ccc(N2CCOCC2)cc1 | -2 | 0 | 3.1 | -2 | 3 | -8 | 9 | -1
COc1ccc(C(=O)NNC(=S)NC(=O)c2cccc([N+](=O)[O-])c2)cc1 | 1 | 18 | -0.1 | 16 | -13 | 5 | -14 | 2
COc1ccc2[nH]c3nc(SCc4nnc(-c5ccc(C)cc5)o4)nnc3c2c1 | 71* | 15 | 7.0 | -5 | 5 | -11 | 16 | -4
CC(C)N1C(=S)SC(C)(C)C1n1oc(=O)n(-c2cccc(Cl)c2)c1=O (centres undefined) | 2 | 11 | -1.6 | -14 | -17 | 22 | 10 | -3
O=S(=O)(Nc1nccs1)c1cnc(Cl)c(Br)c1 | -1 | 8 | -1.0 | 19 | -11 | 0 | -7 | -2
Cc1cc(C)n2c(SCC(=O)Nc3cc(C)on3)nnc2n1 | 0 | 1 | 0.5 | 3 | 10 | 1 | 6 | 6
COCCCn1c(C)nnc1SCC(=O)Nc1ccc(C(C)=O)cc1 | -4 | -7 | 1.6 | -15 | -15 | 5 | -5 | 1
O=C1c2ccccc2C(=O)N1CCSc1ncn[nH]1 | 0 | 22 | 2.5 | 4 | 2 | 6 | -7 | -2
O=C(O)c1oc2ccccc2c1CSc1ccccn1 | -2 | -5 | 0.8 | 7 | 16 | 7 | -6 | -2
COc1ccc(C(C(=O)NCC2CCCO2)N(C(=O)CNC(=O)c2cccs2)c2ccc(C(C)=O)cc2)cc1OC (centres undefined) | -4 | -5 | -1.3 | 6 | 22 | 5 | -8 | -2
CCn1cc(CN2CCCC(CNS(=O)(=O)Cc3ccccc3)C2)cn1 (centres undefined) | -5 | -14 | -0.8 | 6 | -2 | 8 | -22 | -3
O=C(NCCN1C(=O)S/C(=C\c2ccc(OC(F)F)cc2)C1=O)C1=COCCO1 | 3 | 48 | 2.5 | 4 | -19 | 43 | 34 | -2

(continued)
SMILES	UPR XBP1 act	Mdm2 MdmX PPI	CHOP UPR activ	APJ antag	697 NFkB inh	tim23-1 inh	Jurkat NFkB inh	APJ agonist
COc1ccc(CCNC(=O)CC2COc3ccccc3O2)cc1OC (centres undefined)	1	4	-0.6	10	-6	23	7	-10
Nc1nc(C(F)(F)F)cc(=O)[nH]1	-1	20	1.2	-7	6	7	8	1
O=C(CCCc1ccccc1)NCc1ccc(F)cc1	-4	-14	-1.3	-6	-2	-3	-9	-3
O=C(CSc1nnc(Cc2ccccc2)o1)c1cc(F)ccc1F	6	5	1.1	1	-3	29	-3	0
CC(C)(C)OC(=O)N[C@@H](COCc1ccccc1)C(=O)N[C@@H](CO)[C@H](O)[C@@H]1C[C@@H]1C(=O)NC1CCCCC1	5	-20	1.2	-39	-6	5	3	3
CCOc1ccc(C(=O)CCC(=O)O)cc1	-1	-19	-1.0	21	6	-6	10	-3
CC(C)[C@H](NC(=O)C1CCN(S(=O)(=O)c2ccccc2)CC1)C(=O)NCc1ccccc1	-5	33	-0.7	7	6	4	-10	-4
COc1ccc(CCNC(=O)CSCc2ccc(F)cc2)cc1OC	1	-3	2.7	1	-1	19	2	-1
COc1ccc(C(=O)N/C(=C/c2cccnc2)C(=O)Nc2cccc(C(C)=O)c2)cc1OC	-2	16	-2.1	16	17	23	-16	1
O=C(O)c1ccc(S(=O)(=O)N2CCCc3ccccc32)cc1	3	10	1.2	4	0	15	11	-4
O=C(NCCCN1CCCC1=O)C1CCCO1 (centres undefined)	1	-2	0.5	-4	0	-9	3	1
O=c1cc2c(nn1Cc1cccc(Cl)c1)-c1ccccc1CC2	2	16	1.7	6	5	47	-1	-4
COc1ccc(OC(=O)CCCN2C(=O)c3ccccc3C2=O)cc1	2	-10	0.3	8	9	21	-11	5
COc1ccc(NC(=O)c2ccccc2NS(=O)(=O)c2ccc(CNC(C)=O)cc2)c(OC)c1	-4	30	1.8	8	-11	14	3	-1
CCOCCCn1c(SCC(=O)Nc2ccc(OC)cc2)nc2ccccc2c1=O	-3	-15	0.1	7	-29	22	3	3
CCOC(=O)C1CCCN(C(=O)Cn2nc(C)n3c(cc4c(OC)cccc43)c2=O)C1 (centres undefined)	0	-1	-2.5	2	11	13	6	-2
CCc1nnc(NC(=O)CCC(=O)Nc2ccc(C)cc2)s1	-3	15	1.3	15	-17	6	-14	0
O=C1C2Sc3[nH]c(=O)sc3C(c3cc([N+](=O)[O-])ccc3O)C2C(=O)N1c1ccccc1 (centres undefined)	-2	12	-0.2	20	20	23	14	-5
Nc1c(C(=O)N2CCCCCC2)oc2ccccc12	1	-15	3.5	22	-33	38	7	-1
Cc1ccc(S(=O)(=O)N2[C@@H](c3ccc(C(C)(C)C)cc3)C(C(=O)O)=CC[C@H]2c2ccc(Cl)cc2)cc1	4	15	5.0	-1	1	46	4	-2
CSc1nc(Cl)c(Cc2ccc(OC(C)C)cc2)c(N(C)C)n1	-3	-1	4.5	-23	-38	16	11	-2
O=C(Nc1ccccc1)C1=C(O)CC(c2ccc(Cl)cc2)N2CCN=C12 (centres undefined)	-1	-9	4.9	-12	-12	35	0	0
COCCCN1C(=O)c2ccc(C(=O)N3CCN(c4ccccc4OC)CC3)cc2C1=O	-9	-4	-0.6	-5	-8	3	5	2
COc1ccc(CNC(=O)CN(CC2CCCO2)C(=O)CNS(=O)(=O)c2ccccc2)cc1 (centres undefined)	-1	6	-0.8	-4	-37	2	-6	-2
c1ccc(-n2cc(CN3CCCC3)c(-c3ccc4c(c3)OCO4)n2)cc1	1	32	0.2	5	-1	12	4	-4
O=C1/C(=C/c2ccc(F)cc2)SC(=S)N1CC(=O)N1CCCCC1c1cccnc1 (centres undefined)	0	74*	-2.7	-23	-5	30	-9	5
Cc1ccc(C(=O)NCCCc2ccccc2)c(C)c1	-2	-72	2.3	-33	-119	11	-78	-1
NC(=O)CN1C(=O)C2C3c4ccccc4C(c4ccccc43)C2C1=O (centres undefined)	3	-14	-3.4	1	14	5	9	-3
Cc1cc(=O)n2nc(N3CCCC3C(=O)NCCCN3CCCCC3)sc2n1 (centres undefined)	-3	-17	-2.2	16	9	-1	16	-3
COC(=O)C1=C(C)N(C)C(=S)N(C)C1c1cccc(Br)c1 (centres undefined)	-4	9	0.4	-3	-14	44	-2	-2
CC(C)(C)Cc1cc(N)on1	0	-7	3.0	-28	-33	10	6	2
OC(COc1ccc(CN2CCCCO2)cc1)CN1CCCCC1 (centres undefined)	2	-10	-0.3	0	2	5	-8	-2
COC(=O)c1sc(N2C(=O)C(O)=C(C(=O)c3ccc(C)o3)C2c2cc(OC)ccc2OC)nc1C (centres undefined)	1	26	1.9	-3	-4	21	11	-1
CCOC(=O)c1ccc(NC(=O)c2ccco2)cc1	-5	-75	8.9	-14	-92	4	-74	1
COc1ccc(Cl)cc1C(=O)Nc1ccc(N(C)C(C)=O)cc1	2	1	1.3	0	-9	-23	-27	2
Cc1cc(N2CCN(c3ccc(F)cc3)CC2)n2ncnc2n1	-1	-16	-0.8	7	-8	3	13	4
CN1CCN(C(=O)/C(=C/c2cccs2)NC(=O)c2ccco2)CC1	1	23	-1.4	-7	8	-14	-7	-3
O=C(NCCCn1ccnc1)c1ccc(-c2cccc(C(F)(F)F)c2)o1	-2	-4	-0.4	-8	10	-13	-15	0
COc1ccc(S(=O)(=O)N2CCCCC2)cc1	-4	9	-0.2	23	6	9	5	-4
CCC(C)[C@H](NC(=O)N1CC(=O)Nc2ccccc21)C(=O)N1CCC[C@@H]1C(=O)O (some centres undefined)	-5	-22	-0.7	-85	19	-7	-4	1
CN(C[C@@H](CC1CCCCC1)N(C[C@H](Cc1ccccc1)N(CCc1ccccc1)N=O)N=O)N=O	-3	21	1.4	4	18	-1	16	1
Cc1cccc(C(=O)Nc2sc(-c3ccccc3)cc2C(=O)O)c1	4	-67	3.3	18	-68	28	-40	-1
CCn1c(NC(=S)Nc2ccccc2)nc2ccccc21	8	-11	3.5	-20	-53	-1	-34	3
O=C1CC(SC(=Nc2ccccc2)Nc2ccccc2)C(=O)N1c1ccc(Cl)c(Cl)c1 (centres undefined)	-1	45	1.3	-12	-2	1	-10	-2

Screening results: PubChem BioAssay, Sanford-Burnham Center for Chemical Genomics
